# From PubChem BioAssay
# CHOP UPR activ: apoptotic UPR (CHOP) activation; AID 449763; activation, % at 10 µM; CHO-CHOP luciferase reporter, luminescence; percent of tunicamycin response over DMSO baseline; 330,000 compounds, 0.34% hits;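 active = at 10 µM dose, activation of 40% or more, normalized to positive control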;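 also: 100% = tunicamycin at 10 µg/mL and 0% = DMSO alone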
#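 Assay system: CHO cells with stable CHOP pathway luciferase reporter; Buffer or medium: F12 plus 10% serum; Times: 16-18 h cell attachment, then 6 h compound exposure, 37 °C; Signal: luciferase luminescence; Read-out basis: percent activation relative to tunicamycin control; Control set: tunicamycin high control, DMSO low control.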
# Mdm2-MdmX inh: disrupts the human Mdm2-MdmX interaction; O15151+Q00987; SaOS-2 split-luciferase Mdm2/MdmX complementation, luminescence; inhibition, % at 8 µM; 330,000 compounds, 3% hits;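 active = inhibition of at least 50% at 8 µM in the primary screen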
# APJ agonist: activates the human apelin receptor APJ | 330,000 compounds, 0.11% hits | AID 2520 | activation, % at 20 µM | CHO-K1 APJ PathHunter beta-arrestin, luminescence; 0% DMSO wells, 100% apelin | P35414;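 active = activation more than six SD over the plate average, tested at 20 µM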;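 also: 0% = DMSO alone and 100% = apelin-13 at 10 nM; some results filed as inactive read as strong as hits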
# Target sequence (P35414 whole entry, looked up): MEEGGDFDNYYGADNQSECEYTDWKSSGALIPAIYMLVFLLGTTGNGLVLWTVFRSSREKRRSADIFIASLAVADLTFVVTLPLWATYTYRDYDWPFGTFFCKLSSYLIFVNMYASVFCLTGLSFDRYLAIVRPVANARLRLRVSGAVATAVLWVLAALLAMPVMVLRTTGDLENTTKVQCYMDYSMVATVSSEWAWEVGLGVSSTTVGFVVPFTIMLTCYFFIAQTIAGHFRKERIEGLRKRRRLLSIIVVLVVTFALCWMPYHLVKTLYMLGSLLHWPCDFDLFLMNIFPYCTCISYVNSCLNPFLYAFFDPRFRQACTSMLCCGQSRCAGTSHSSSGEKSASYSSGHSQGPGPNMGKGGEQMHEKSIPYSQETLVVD
#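 Material: engineered CHO-K1 APJ arrestin reporter cells; amount: 1000 CHO-K1 reporter cells seeded per well; incubation: compound stimulation 90 min at 25 °C, detection 60 min; signal: luminescent beta-gal fragment complementation, chemiluminescent substrate; read-out basis: APJ agonist activity; controls: DMSO-only wells as negative, 10 nM Apelin-13 as positive control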
# tim23-1 inh: growth inhibitors of tim23-1 mutant yeast; AID 463212; S. cerevisiae tim23-1 growth, BacTiter-Glo luminescence, 24 h; inhibition, % at 20 µM; 330,000 compounds, 1.3% hits;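 active = growth inhibition of the mutant yeast at or above 50%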;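 also: temperature-sensitive mutant grown at 25 °C; plate controls were DMSO-treated mutant yeast for no effect and medium wells lacking yeast for full effect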
# APJ antag: antagonists of human APJ apelin receptor. inhibition, % at 20 µM. P35414. CHO-K1 APJ beta-arrestin complementation, luminescence. 330,000 compounds, 0.32% hits;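 active = inhibition above about 40% at 20 µM, limit read from the data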;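 also: cells challenged with 10 nM apelin-13 agonist together with compound; plate controls were apelin-13 plus DMSO wells for no effect and DMSO wells lacking apelin-13 for full effect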
# 697 NFkB inh: inhibitors of the PMA/ionomycin-induced NF-kB reporter in 697 B cells; 330,000 compounds, 0.33% hits; inhibition, % at 4 µM; 697 B-cell NF-kB luciferase reporter, 16 h; AID 435022; in the data active = inhibition above about 35%
# XBP1 UPR activ: adaptive UPR (XBP1) activation | 330,000 compounds, 0.33% hits | activation, % at 20 µM | AID 463104 | CHO-XBP1 luciferase reporter, IRE1-XBP1 UPR activation, luminescence; percent of tunicamycin response, DMSO as zero;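 active = versus positive control, 20 µM dose yields 30% or more activation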;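 also: 100% = tunicamycin at 10 µg/mL and 0% = DMSO only wells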
#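 Assay system: IRE1-XBP1 luciferase reporter CHO line. Input: 1000 cells/well. Buffer or medium: F12 with 10% serum. Doses: 20 µM, 1% DMSO. Times: overnight seeding at 37 °C, 6 h compound treatment at 37 °C. Technique: Steady-Glo luciferase glow luminescence, 10 min after reagent addition.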
# Jurkat NFkB inh: inhibitors of the PMA/ionomycin-induced NF-kB reporter in Jurkat cells; PMA/ionomycin-induced NF-kB luciferase reporter, luminescence; inhibition, % at 4 µM; 330,000 compounds, 0.53% hits; AID 435003; in the data active = inhibition above about 50%
# Starred values were filed as active, the others as inactive.
SMILES,CHOP UPR activ,Mdm2-MdmX inh,APJ agonist,tim23-1 inh,APJ antag,697 NFkB inh,XBP1 UPR activ,Jurkat NFkB inh
C=CCc1ccccc1OCC(O)Cn1ccnc1C (configuration not stated),0.5,-8,-5,-4,-19,-1,-3,13
CNc1ncc(-c2nnnn2-c2ccccc2)c(-c2ccccc2)n1,2.6,20,1,18,5,-2,-2,-4
CC(=O)Nc1ccccc1OCc1nnc(-c2ccccc2Cl)o1,2.1,-11,-1,5,9,-28,-4,-17
NC(=O)Cn1cnc2c(nnn2-c2ccc(F)cc2)c1=O,-3.6,3,-6,21,-19,17,-1,-18
COc1ccccc1/C=C/CN1CCC(n2nccc2NC(=O)C2CC2)CC1,0.0,16,-3,-2,9,23,-4,5
CCOC(=O)C1CCN(C(=O)C(C)Oc2ccc(C(=O)c3ccccc3)cc2)CC1 (configuration not stated),1.3,10,-3,29,0,11,-3,15
Cn1cccc1/C=N/N1CCN(Cc2ccccc2Cl)CC1,1.5,-12,-4,17,-9,14,1,9
O=C(COc1ccccc1)NNC(=O)c1ccc(Cl)cc1,-1.2,0,-4,-10,-56,17,-1,2
CCOC(=O)c1sc(NC(=O)c2ccc(C)s2)cc1C,3.4,-232,0,40,0,-30,3,-126
C#CC[N+](CC)(CC)CC#Cc1cccc(Cl)c1,-2.0,-19,0,10,11,-12,-2,-31
C=CCON1C(=O)c2ccccc2C1=O,-1.6,15,-2,-6,-9,10,-6,5
Cn1c(-c2sc3cc(C(F)(F)F)cnc3c2-c2ccccc2)n[nH]c1=S,0.6,0,1,25,-15,9,-1,7
O=C(O)c1ccc(OCCN2CCCC2=O)cc1,-1.6,-9,-2,-8,-11,-6,0,-14
Cc1ccc(S(=O)(=O)NC(C)(C)CN2CCNCC2)cc1,-0.6,42,-4,-3,-15,-11,4,-11
Cc1c(O)nc(SCC(=O)Nc2ccc3c4c(cccc24)CC3)n(-c2ccc(F)cc2)c1=O,-2.6,5,1,17,-11,4,-3,-9
Fc1ccc(C2CC(c3ccccc3)n3ncnc3N2)cc1 (configuration not stated),-0.6,1,-2,-2,7,12,0,3
CSc1nnc(COc2ccc(C)cc2)n1N,0.4,0,-3,0,19,1,1,4
O=C(CNC(=O)c1ccccc1)NCC(=O)OCc1ccccc1Cl,-1.0,7,-3,9,22,10,-5,-13
CC1(C)CC(=O)C2=C(C1)N(c1ccc(F)cc1)C(=O)C2(O)C(F)(F)F (configuration not stated),-0.9,-13,1,-7,-2,-11,1,-8
CSCCC(NC(=O)C1CCC(C)CC1)C(=O)O (configuration not stated),-1.8,15,-4,2,6,4,0,5
Cc1cc(Cl)ccc1OCC(=O)NCCCN1CCOCC1,-0.7,5,-2,-13,26,14,0,-4
CCc1ccc(/C(C)=N/NC(=O)CNC(=O)/C=C/c2ccco2)cc1,0.6,8,-3,8,9,3,1,8
CC(C)C[C@H](NC(=O)N1CCn2c1nc1ccccc12)C(=O)NCc1ccco1,1.4,27,-1,11,-19,-4,1,8
Cc1ccc(NC(=O)OCCN2CCN(Cc3ccccc3)CCC2=O)cc1C,-2.5,29,-3,14,4,-12,-3,-10
COc1ccc(CC(=O)N/N=C/c2ccc(C)s2)cc1,-0.9,23,4,11,1,-55,3,-1
CC1Cc2ccccc2N1S(=O)(=O)c1cnc(Cl)c(Br)c1 (configuration not stated),3.7,20,2,29,-12,40*,-2,14
O=C(C1=C(O)C(=O)N(CCN2CCOCC2)C1c1ccc(F)cc1)c1cccs1 (configuration not stated),0.7,13,1,7,10,-19,-1,-13
c1ccc(NC2=NCCN2CCC2CCCC2)cc1,-0.6,-30,1,11,16,10,0,11
Cc1ccc(-n2nc3c(=O)n(CC(=O)NCc4ccccn4)nc(C)c3c2C)cc1,1.6,17,-3,-2,13,13,-3,5
COC(=O)c1sccc1NC(=O)c1ccc(OC)c([N+](=O)[O-])c1,1.1,10,1,-13,-3,12,0,-16

# Four compounds already listed, ordered by the value under Jurkat NFkB inh, lowest first.
SMILES	Jurkat NFkB inh
COC(=O)c1sccc1NC(=O)c1ccc(OC)c([N+](=O)[O-])c1	-16
O=C(O)c1ccc(OCCN2CCCC2=O)cc1	-14
CSc1nnc(COc2ccc(C)cc2)n1N	4
CC1Cc2ccccc2N1S(=O)(=O)c1cnc(Cl)c(Br)c1 (configuration not stated)	14

# New compounds follow.
SMILES,CHOP UPR activ,Mdm2-MdmX inh,APJ agonist,tim23-1 inh,APJ antag,697 NFkB inh,XBP1 UPR activ,Jurkat NFkB inh
C#CCNC(=O)/C=C/c1ccc(C)cc1,4.6,-43,-1,14,-11,-44,1,-80
CC(=O)NCCCc1nc2ccccc2n1Cc1c(F)cccc1Cl,-1.0,19,-3,11,-13,2,-2,-6
Cn1ccs/c1=N\S(=O)(=O)c1ccc(Br)cc1,-0.7,11,-4,4,3,-4,0,-16
CCNC(=O)CN(c1ccccc1OC)S(=O)(=O)c1cccs1,-0.3,-34,0,1,13,-9,-4,-8
Cc1ccc(NC(=O)C2CCN(S(=O)(=O)c3ccc(F)cc3)CC2)cc1,-0.5,2,-3,-11,-1,7,1,-11
CCOCCCNC(=O)C1CCC(CNS(=O)(=O)c2cccc3nsnc23)CC1 (configuration not stated),0.3,34,-3,0,13,4,-4,16
O=C(O)c1ccc(/C=N/NC(=O)c2cc(-c3ccc4c5c(cccc35)CC4)n[nH]2)cc1,-1.4,-5,-6,9,-10,-6,1,-3
Cc1ccc(NC(=O)CCN2CC(C)OC(C)C2)cc1 (configuration not stated),0.6,20,-3,9,6,-2,-3,2
COc1ccccc1CC(NC(C)=O)C(=O)NC1CCN(C(=O)c2ccc([N+](=O)[O-])cc2)CC1 (configuration not stated),-0.3,20,0,8,2,8,0,-4
Cc1ccccc1Nc1ccc2nonc2c1[N+](=O)[O-],-0.4,-7,1,-1,34,6,4,10
CC(=O)Nc1cc2nc(C)n(Cc3ccccc3)c2nc1C,-1.3,2,-2,-10,14,8,-4,-4
CCOC(=O)N1CCC(NC(=O)c2cc(C(=O)Nc3ccc(OC)c(OC)c3)ccc2CO)CC1,-1.0,1,-4,4,-1,-11,-1,-23
COCC(C)n1c(SCC(=O)N(C)C2CCS(=O)(=O)C2)nc2ccccc2c1=O (configuration not stated),-0.7,7,-2,1,0,7,0,2
Cc1cc(C(=O)CSc2nnc(Nc3ccccc3)s2)c(C)n1CC1CCCO1 (configuration not stated),2.0,-10,1,0,2,-41,0,-4
CS(=O)(=O)c1ccc2nc(NC(=O)c3cc(-c4ccccc4)nn3-c3ccccc3)sc2c1,3.1,-23,-2,20,12,-4,0,3

# Single records, as listed above. Order of screens: CHOP UPR activ	Mdm2-MdmX inh	APJ agonist	tim23-1 inh	APJ antag	697 NFkB inh	XBP1 UPR activ	Jurkat NFkB inh
# Results for `COCC(C)n1c(SCC(=O)N(C)C2CCS(=O)(=O)C2)nc2ccccc2c1=O` (configuration not stated) : -0.7	7	-2	1	0	7	0	2
# Results for `CCNC(=O)CN(c1ccccc1OC)S(=O)(=O)c1cccs1` : -0.3	-34	0	1	13	-9	-4	-8
# Results for `Cc1ccc(NC(=O)C2CCN(S(=O)(=O)c3ccc(F)cc3)CC2)cc1` : -0.5	2	-3	-11	-1	7	1	-11
# Results for `CC(=O)Nc1cc2nc(C)n(Cc3ccccc3)c2nc1C` : -1.3	2	-2	-10	14	8	-4	-4
# Results for `CS(=O)(=O)c1ccc2nc(NC(=O)c3cc(-c4ccccc4)nn3-c3ccccc3)sc2c1` : 3.1	-23	-2	20	12	-4	0	3

# Other structures follow.
SMILES,CHOP UPR activ,Mdm2-MdmX inh,APJ agonist,tim23-1 inh,APJ antag,697 NFkB inh,XBP1 UPR activ,Jurkat NFkB inh
CC(C)CN(C(=O)CN1C(=O)NC(c2ccccc2)(c2ccccc2)C1=O)C1CCS(=O)(=O)C1 (configuration not stated),-0.7,-4,-2,-11,14,10,-1,-9
CCCOc1ccc(/C(O)=C2\C(=O)C(=O)N(CCCOC)C23C(=O)N(C)c2ccccc23)cc1 (configuration not stated),-1.3,-7,-4,23,5,21,-3,2
O=C(NCc1ccccc1)c1ccc2nc(N3CCOCC3)sc2c1,3.5,-17,-1,15,-15,3,3,-11
CC(=O)NC(CCS(C)(=O)=O)C(=O)Nc1ccc(Oc2ccccc2)cc1 (configuration not stated),1.3,-10,-4,-7,-4,14,-1,16
COc1cccc(CNCCc2c[nH]c3ccccc23)c1OCc1ccc(F)cc1,-1.5,68*,-2,-206,0,22,-4,-3
CCOC(=O)N1CCN(c2c(NCCc3ccc(C)cc3)c(=O)c2=O)CC1,-1.1,10,1,-2,14,16,1,3
Clc1ccc(-n2nnnc2-c2ccccc2)cc1,-0.5,5,-4,21,13,5,-1,-3
CN1CCN(c2ccc([N+](=O)[O-])cc2NC(=O)c2ccco2)CC1,-0.3,16,-6,7,15,1,-3,15
CCN1CCN(C(=O)c2cn(CCOC)c(=O)c3c2c2ccccc2n3C)CC1,-1.4,9,-1,-12,0,10,0,12
O=C(c1cccc([N+](=O)[O-])c1)N1CCN(c2cccc(Cl)c2)CC1,-0.2,33,-2,20,-9,-27,-1,32
Cc1ccc(S(=O)(=O)N2CCCCC2)cc1NC(=O)COC(=O)c1c(F)cccc1F,0.1,0,-2,31,0,-2,-4,4
O=C(CCn1c(=S)[nH]c2ccccc2c1=O)NCCSCc1ccccc1,-0.3,-22,-3,2,-12,7,-2,4
N#Cc1nc(COc2cccc(Cl)c2)oc1N1CCCC1,3.5,20,-3,20,-61,-7,0,12
CC(C)Cc1ccc(-c2cc(=O)[nH][nH]2)cc1,5.3,-11,-3,53*,-2,4,0,0
O=C(O)c1cc(NCc2ccc3c(c2)OCO3)ccc1N1CCOCC1,0.8,0,-4,1,11,22,0,-17
CC(C)(C)CC(=O)Nc1ccccc1N1CCN(c2ccccc2)CC1,-0.6,-34,-3,22,3,11,1,6

# Given with values under each structure: two of the compounds above.
# Under each structure – CHOP UPR activ | Mdm2-MdmX inh | APJ agonist | tim23-1 inh | APJ antag | 697 NFkB inh | XBP1 UPR activ | Jurkat NFkB inh
COc1ccccc1/C=C/CN1CCC(n2nccc2NC(=O)C2CC2)CC1
  0.0 | 16 | -3 | -2 | 9 | 23 | -4 | 5
CCOC(=O)C1CCN(C(=O)C(C)Oc2ccc(C(=O)c3ccccc3)cc2)CC1 (configuration not stated)
  1.3 | 10 | -3 | 29 | 0 | 11 | -3 | 15

# Limited to APJ agonist, APJ antag and CHOP UPR activ, for four of the compounds above:
SMILES,APJ agonist,APJ antag,CHOP UPR activ
Clc1ccc(-n2nnnc2-c2ccccc2)cc1,-4,13,-0.5
Cc1ccc(S(=O)(=O)N2CCCCC2)cc1NC(=O)COC(=O)c1c(F)cccc1F,-2,0,0.1
CC(C)Cc1ccc(-c2cc(=O)[nH][nH]2)cc1,-3,-2,5.3
CCN1CCN(C(=O)c2cn(CCOC)c(=O)c3c2c2ccccc2n3C)CC1,-1,0,-1.4
